ARNT-TACC3 inh: disrupts binding between human ARNT and TACC3; AlphaScreen His-ARNT PAS-B/GST-TACC3 binding, luminescence; TACC3 fragment carries E629A point mutation; actives 0.66% (n = 390,000); inhibition, % at 9.99 µM;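 active = mean inhibition of replicates at least 50% and at least half of replicates each reaching 50%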;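 note: 0% = complete ARNT plus TACC3 wells and 100% = ARNT alone without TACC3; many hits fall short of the cut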
XiGFP reactiv: X-chromosome reactivation activator. XiGFP mouse fibroblasts, % GFP-positive cells imaging, 3 d; cells co-treated with 5-aza-dC sensitizer; scaled so ellipticine positive control = 100%. activation, % at 7.58 µM. actives 0.055% (n = 360,000). AID 743238;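 active = mean normalized replicate activation at least 10% and every replicate at or above 10%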;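 note: 0% = median of on-plate neutral control wells and 100% = ellipticine 6 µM median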
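Material: XiGFP fibroblasts, SV40-immortalized; Buffer or medium: DMEM containing 5-aza-dC; Compound dosing: single point; Times: 3 days compound exposure.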
ERAP1 HTS inh: blocks human ERAP1 aminopeptidase activity; actives 0.15% (n = 340,000); Q9NZ08; AID 652197; inhibition, % at 10.7 µM; recombinant ERAP1, Leu-AMC fluorescence, 60 min;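 active = mean replicate inhibition of at least 30%, or all replicates individually reaching that 30% level; inactive = mean below 30% and not every replicate reaching it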;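 note: 0% = neutral control wells and 100% = L-leucinethiol positive control wells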
RAD54 branch: inhibitors of human RAD54 branch migration; Q92698; inhibition, % at 10.4 µM; AID 602329; actives 0.14% (n = 360,000); RAD54 Holliday junction branch migration, FAM/BHQ fluorescence;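 active = mean normalized replicate activity at least 40 and at least half of replicates scoring 40 or more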;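 note: 0% = median of neutral control wells and 100% = median of positive control wells; inhibitors cause a drop in the FAM fluorescence signal; in these data hits start at about 50%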
Target sequence (Q92698 whole entry, looked up): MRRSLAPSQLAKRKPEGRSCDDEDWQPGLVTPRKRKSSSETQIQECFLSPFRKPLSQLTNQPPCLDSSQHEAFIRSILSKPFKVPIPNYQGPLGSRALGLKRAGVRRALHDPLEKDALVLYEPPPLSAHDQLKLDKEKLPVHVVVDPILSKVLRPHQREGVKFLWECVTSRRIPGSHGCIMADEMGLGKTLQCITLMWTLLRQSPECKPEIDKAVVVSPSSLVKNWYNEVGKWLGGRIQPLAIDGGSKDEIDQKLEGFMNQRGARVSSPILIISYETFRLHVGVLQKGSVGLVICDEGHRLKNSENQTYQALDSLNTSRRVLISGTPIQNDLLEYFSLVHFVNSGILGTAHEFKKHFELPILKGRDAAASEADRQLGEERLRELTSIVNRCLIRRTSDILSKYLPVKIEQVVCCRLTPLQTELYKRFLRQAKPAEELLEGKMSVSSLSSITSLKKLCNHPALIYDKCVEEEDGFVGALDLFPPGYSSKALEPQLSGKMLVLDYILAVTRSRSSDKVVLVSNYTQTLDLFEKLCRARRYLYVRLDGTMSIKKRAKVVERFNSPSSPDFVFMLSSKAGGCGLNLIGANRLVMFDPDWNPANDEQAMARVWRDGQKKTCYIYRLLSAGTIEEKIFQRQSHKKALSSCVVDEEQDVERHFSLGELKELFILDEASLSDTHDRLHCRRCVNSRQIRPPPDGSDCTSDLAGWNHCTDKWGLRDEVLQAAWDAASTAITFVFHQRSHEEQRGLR
RAD52 inh: inhibitors of human RAD52 DNA annealing. P43351. recombinant RAD52 DNA annealing, FRET fluorescence. inhibition, % at 18.7 µM. actives 0.46% (n = 360,000);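 active = every replicate showing at least 50% inhibition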
CFTR F508del cor: CFTR F508del correction in bronchial cells; AID 720511; actives 0.36% (n = 350,000); CFBE cells, YFP halide quenching; stimulated with forskolin plus potentiator P3; % fluorescence drop versus neutral controls; activity (quench increase), % at 7.58 µM;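 active = mean added fluorescence quench of at least 8% versus neutral control, with both replicates also reaching 8%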;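 note: cells transiently co-express mutant CFTR-F508del with the halide-sensitive YFP; corrector assay measuring rescue of mutant channel to the surface after 24 h compound exposure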
esBAF inh: blocks esBAF chromatin remodeling in mouse ES cells. AID 602393. actives 2% (n = 350,000). reporter increase, % at 12.5 µM. Bmi1-luciferase knock-in reporter, 24 h; 100% = twice the neutral-well signal; in the data active = activation above about 40%;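 note: 0% = median of the plate's neutral control wells and 100% = double that signal; a rise in the Bmi1 reporter signal indicates esBAF inhibition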
INS-1E GSIS act: primary screen for activators of insulin secretion dependent on glucose, INS-1E cells, GLuc reporter luminescence; INS-1E GLuc reporter insulin secretion, 2-3 h; activation, % at 16.6 µM; actives 0.61% (n = 370,000); AID 743287;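 active = lowest replicate activation of at least 40%, so every replicate reaches that level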;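 note: 0% = median of neutral control wells and 100% = median of IBMX positive control wells; some compounds called inactive have numbers as strong as hits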
Active calls of the source: *; . = no result given. Not a hit list (roughly 3.3% active in at least one column).

SMILES	ARNT-TACC3 inh	XiGFP reactiv	ERAP1 HTS inh	RAD54 branch	RAD52 inh	CFTR F508del cor	esBAF inh	INS-1E GSIS act
CCCc1cc(C(=O)NCc2cccnc2)no1	-4	0.0	3	4	-15	-2.2	3	7
CCCCNC(=O)c1onc(CSc2ccc(F)c(F)c2)c1C(=O)O	-8	0.0	-1	3	-9	3.5	-11	-6
CCCNC(=O)C1(C)CCCN(C(=O)c2ccc(F)c(Cl)c2)C1 (stereo not given)	.	-0.1	-2	-3	12	2.6	9	.
O=C(/C=C/c1ccccc1)NCc1cccnc1	-5	0.0	-2	.	-7	-0.1	.	-2
CC1(c2ccccc2)NC(=O)N(CC(=O)Nc2nnc(C3CC3)s2)C1=O (stereo not given)	5	0.0	1	-3	-5	-0.1	.	1
CCC(C)NC(=O)c1cnn2c(C)c3c(nc12)CCCC3 (stereo not given)	-14	.	.	1	.	.	-1	21
O=C(Nc1ccc(OCC(=O)N2CCOCC2)cc1)Nc1cccc(Cl)c1	0	0.0	-24	.	-6	.	.	-10
Cc1cc(C)c2nc(C)cc(Nc3ccc(C(=O)N4CCOCC4)cc3)c2c1	7	0.4	.	.	-17	3.9	-5	32
CC1CN(C(=S)Nc2cccc([N+](=O)[O-])c2)CC(C)O1 (stereo not given)	-2	0.2	-2	-1	10	-2.5	.	-11
COc1ccc(NC(=O)c2nc3ccccc3s2)cc1	.	0.1	1	.	2	-2.2	.	-3
COCC(=O)N1C[C@H]2[C@@H](c3ccccc31)[C@@H](CO)N2C(=O)C1CCCCC1	-18	0.0	-2	-6	-11	-0.1	1	5
COc1ccc(C(=O)NN2C(=O)C3C(c4ccccc4)C=CC(c4ccccc4)C3C2=O)cc1 (stereo not given)	1	0.1	.	6	.	.	.	-18
CCc1cccc2c3c([nH]c12)C(CC)(CC(=O)O)OCC3 (stereo not given)	-20	-0.2	1	7	-3	-0.3	0	.
Cn1cc(CN2CCC(n3nccc3NC(=O)CCOc3ccccc3)CC2)cn1	7	0.0	-2	3	-7	-0.6	-10	12
O=C(C[C@H]1C[C@H]2c3cc(NS(=O)(=O)c4ccc(F)cc4)ccc3O[C@H]2[C@@H](CO)O1)NCCc1ccccc1	-8	0.0	-2	5	-17	-3.4	-1	-24
O=C(Nc1ccccc1)N1CCCCN2[C@@H](CO)[C@@H](c3ccc(C#Cc4ccccn4)cc3)[C@@H]2C1	15	0.2	6	-3	-15	0.7	.	-29
CNC(=O)c1c(NC(=O)c2ccco2)sc2c1CCCC2	-4	0.1	5	11	-4	3.2	.	1
CCc1ccc(OCC(=O)Nc2ccc(S(=O)(=O)Nc3cc(C)on3)cc2)c(Br)c1	-5	-0.1	-3	-6	-6	3.2	3	7
Cc1ccc(S(=O)(=O)NCC(=O)OCC(=O)NCCc2ccccc2)cc1	-4	-0.1	4	-8	-3	1.7	3	-64
COc1ccc2c3c([nH]c2c1)[C@H](CO)N(C(C)=O)CC31CCN(S(=O)(=O)c2cccs2)CC1	.	0.1	-1	.	13	3.2	.	-14
COCCCNC(=S)N1CCC(NC(=O)c2ccco2)CC1	-1	0.1	-2	-1	-23	2.9	-11	-9
O=C(COc1coc(CN2CCN(c3ccccc3F)CC2)cc1=O)N1CCc2ccccc21	1	-0.1	4	13	-3	-8.5	.	1
CC(Sc1ncccn1)C(=O)NC1CCCC1 (stereo not given)	.	-0.1	1	1	4	0.1	-4	4
Cc1ccccc1NC(=O)Cc1nc(COC(=O)c2cc(Cl)ccc2O)cs1	0	0.0	-4	0	-25	1.2	-7	-1
CN(C)C(=O)C[C@H]1CC[C@@H]2[C@H](COC[C@@H](O)CN2C(=O)C2CC2)O1	-5	0.2	-2	4	-13	-2.0	-2	1
More structures
SMILES	ARNT-TACC3 inh	XiGFP reactiv	ERAP1 HTS inh	RAD54 branch	RAD52 inh	CFTR F508del cor	esBAF inh	INS-1E GSIS act
NNC(=O)COc1ccccc1F	-2	0.1	1	.	-14	.	.	.
O=C(Nc1cccnc1)C12CC3CC(CC(C3)C1)C2	3	0.4	0	7	6	1.5	-4	11
C[C@@H](O)C#Cc1ccc([C@H]2[C@H]3CN(C(=O)c4ccc(F)cc4)CCCCN3[C@H]2CO)cc1	-1	0.2	1	-1	5	-0.7	.	-5
CC(=O)N(C)C[C@@H]1Oc2cc(/C=C/c3ccccc3)ccc2S(=O)(=O)N([C@H](C)CO)C[C@H]1C	0	-0.3	-2	4	8	1.8	9	-12
O=C(CN1C(=O)c2ccccc2C1=O)OCC(=O)c1ccc(F)cc1	-3	0.1	2	-8	-23	-0.9	2	-6
S=C(NCc1ccco1)N1CCN(c2ccc(Cl)cc2)CC1	1	0.0	2	.	-27	-1.4	.	-29
OC[C@@H]1[C@@H](c2ccc(-c3cccc(F)c3)cc2)[C@@H]2CN(Cc3cncnc3)CCCCN12	7	0.1	3	-7	-6	3.0	-3	-6
COc1cc2c(ccc3cc(OC)c(OC)c(O)c32)cc1O	-2	.	.	20	0	2.5	-5	.
Cc1c(C(=O)N2CCCCC2)nnn1-c1nonc1N	-10	.	.	10	.	.	4	-9
CCC12CN3CCN(CC(C3)/C1=N\NC(=O)c1ccc(F)cc1)C2	0	0.0	6	.	-8	-0.2	.	0
Cc1ccnc(NC(=O)C2CCN(S(=O)(=O)c3ccc4ccccc4c3)CC2)c1	-3	0.0	-3	.	-11	0.9	14	2
CCc1cc(=O)oc2c(C)c(OCC(=O)NCCCN3CCOCC3)ccc12	4	0.3	2	-3	-2	0.4	-8	20
CCCc1nn2c(=O)cc(CSCC(=O)Nc3ccccc3OC)nc2s1	-2	0.1	-1	-1	-9	-1.5	-3	8
O=C(O)COc1ccccc1/C=N/NC(=O)CSc1nnc(-c2ccc(Cl)cc2)n1C1CCCCC1	-4	0.1	-2	7	-9	2.6	.	13
N=C1/C(=C\c2coc3ccccc3c2=O)C(=O)N=C2SC(c3ccncc3)=NN12	-6	-0.1	-6	-58	-239	1.2	.	-40
COc1ccc(CN(C)C[C@@H]2OCCCC[C@@H](C)Oc3ccc(NS(=O)(=O)c4cccs4)cc3C(=O)N([C@@H](C)CO)C[C@H]2C)cc1	5	0.2	1	-2	16	-1.6	-1	-14
Cc1nc2ccc(S(=O)(=O)NCC(=O)NC(C)c3ccccc3)cc2s1 (stereo not given)	1	0.1	-2	.	-7	-1.2	.	8
O=C(NN1C(=O)C2CCCCC2C1=O)c1ccco1 (stereo not given)	-6	-0.1	2	.	-27	-2.7	.	1
O=C(OCc1cc2ccccc2[nH]c1=O)c1cccs1	-8	0.0	21	-3	-9	.	.	-4
Cc1ccsc1C(=O)N1CCC(N2CCC(C(=O)NCC3CCCO3)CC2)CC1 (stereo not given)	0	-0.3	-1	.	-47	-0.7	.	8
CN(C)C(CNC(=O)/C=C/c1cccc(Cl)c1)c1ccccc1 (stereo not given)	4	0.2	-3	.	-25	-5.1	.	-5
COc1ccccc1CN1CC[C@H]2[C@H](CO)Nc3ccc(C#Cc4ccccc4)cc3[C@H]21	13	1.3	-1	9	-93	0.8	2	-18
Cc1ccc(CSCc2nc3ccccc3[nH]2)cc1	-8	0.1	-2	.	-15	-4.9	.	-11
O=C(N[C@@H]1CC[C@@H](CCNC(=O)C2CCOCC2)O[C@@H]1CO)c1ccccn1	-7	0.0	-1	-2	-6	0.7	6	11
C[C@H]1CCCCO[C@@H](CN(C)Cc2ccc(C(=O)O)cc2)[C@@H](C)CN([C@@H](C)CO)C(=O)c2cc(NC(=O)CCC(F)(F)F)ccc2O1	-13	-1.3	1	7	2	-1.9	1	4
(continued)
SMILES	ARNT-TACC3 inh	XiGFP reactiv	ERAP1 HTS inh	RAD54 branch	RAD52 inh	CFTR F508del cor	esBAF inh	INS-1E GSIS act
COc1ccc(NC(=O)c2nc(SC)ncc2Cl)cc1	-7	0.0	-4	.	-3	1.1	.	6
CN(C)C(=O)C[C@H]1C[C@H]2c3cc(NS(=O)(=O)c4ccc(F)cc4)ccc3O[C@H]2[C@H](CO)O1	-7	0.0	.	-3	.	2.0	12	-4
Cc1ccc2c(c1)c1c3n2CCCN(Cc2ccccc2)C3CCC1 (stereo not given)	37	.	0	1	-6	-1.5	-11	0
COc1cccc(NC(=O)N[C@H]2CC[C@@H](CC(=O)Nc3ccccc3)O[C@@H]2CO)c1	16	0.7	-1	-1	10	0.1	5	-10
COc1ccc(NC(=O)CSc2nc(C)cc(C(F)(F)F)n2)cc1	-10	.	.	-1	.	.	11	-1
O=C(O)COc1ccc(NC(=O)C(c2ccccc2)c2ccccc2)cc1	-12	0.0	1	-3	-17	-4.2	-6	-2
C[C@H](CO)N1C[C@H](C)[C@H](CN(C)S(=O)(=O)c2cn(C)cn2)Oc2c(NC(=O)C3CCOCC3)cccc2C1=O	-16	1.1	0	1	4	-1.4	-1	6
COc1ccc(C2CC(c3cccs3)=NN2C(=O)CSc2nnc(N)s2)cc1OC (stereo not given)	2	0.1	8	2	-13	1.0	1	-3
C=CCn1c(SCC(C)=O)nc2scc(-c3ccco3)c2c1=O	4	0.0	0	.	-24	2.8	8	-3
Cc1c2cnn(CC(=O)N3CCOCC3)c(=O)c2c(C)n1Cc1ccc(F)cc1	.	-0.1	6	8	-12	1.0	4	4
CC(=O)c1ccc(OCCCC(=O)Nc2ccc(C)c(S(=O)(=O)N3CCCCC3)c2)cc1	0	0.1	-9	-2	3	2.0	17	-40
N#C[C@@H]1[C@H](c2ccc(C3=CCCC3)cc2)[C@H](CO)N1C(=O)Cc1ccncc1	3	0.3	1	-9	-27	0.5	0	2
Cn1cnc(S(=O)(=O)N2CC[C@@H]3[C@H]2c2cc(C#CC4CCCC4)ccc2N[C@@H]3CO)c1	.	0.2	2	.	-22	-0.7	.	5

Screening results: PubChem BioAssay, Broad Institute
